High-throughput results from PubChem BioAssay.
HepG2 viability: qHTS for Inhibitors of TGF-b: Cytotox Counterscreen | Potency, µM (doses to about 46.1 µM), inactives show at the top dose activity change, negative = cytotoxicity, hits mostly cytotoxic | HepG2 CAGA-GFP viability, ATP luminescence, 18 h | 410,000 compounds, 0.76% hits; note: potency is the fitted concentration of half-maximal effect; some results filed as inactive show a strong effect at the top dose
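CellTiter-Glo luminescence gave cytotoxicity after 18 hours at 37 degrees C. The cells were HepG2 CAGA-GFP in 1% FBS DMEM, stimulated with 500 pg/mL TGF-beta after compound addition. %Activity was normalised to no-cell wells (complete cell-killing) and DMSO (no toxicity), and curves were fitted and classified.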
ATXN2 expr inh: Primary qHTS for Inhibitors of ATXN expression | HEK-293 ATXN2-luciferase reporter, luminescence, 24 h | Potency, µM (series often up to 57 µM), without a hit: at the top dose activity change, negative = inhibition, most hits filed as inhibitors | 360,000 compounds, 0.72% hits; note: potency is the fitted concentration of half-maximal effect; % is set by controls: 0 for no effect and ±100 for the full control effect; nearly all actives have a fitted effect of over 55% in size
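qHTS (up to 57 uM final) was run with 24 h compound exposure of reporter cells at 37 °C. Each well was multiplexed: SteadyGlo luminescence measured ATXN2-luciferase expression after a fluorogenic Gly-Phe-AFC viability readout (25 uM final).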
MCF10A rereplic: A quantitative high throughput screen for small molecules that induce DNA re-replication in MCF 10a normal breast cells | MCF 10A DNA re-replication, Hoechst nuclear intensity, 48 h | Potency, µM (top dose mostly 46.1 µM), without a hit: top-dose activity, positive = re-replication, usual class: activators | 350,000 compounds, 2.9% hits | AID 624296, 2012; note: potency is the fitted concentration of half-maximal effect; % of control where 0% means no effect; nearly all actives have a fitted effect of over 50% in size
IL1B secr inh: qHTS for Inhibitors of Inflammasome Signaling: IL-1-beta AlphaLISA Primary Screen; activity change, % at 57.5 µM; 360,000 compounds, 4.7% hits; THP-1 LPS/ATP IL-1B secretion, AlphaLISA, 16 h; stronger effect = lower value; in the data active = activity change below about -50%; inconclusive = mostly about -30% to -49%; note: % is set by controls: 0 for no effect and ±100 for the full control effect
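THP-1 cells pretreated 1 hr with compounds (up to 57.5 uM final), then stimulated with LPS (250 ng/mL final) plus ATP (1.25 mM final); secreted IL-1B measured by AlphaLISA after 16 hr, decreased signal indicating inhibition.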
TGFb inhibitor: qHTS for Inhibitors of TGF-b; HepG2 CAGA-GFP TGF-b/SMAD3 reporter, GFP fluorescence, 18 h; TGF-beta stimulated, 500 pg/mL final; 410,000 compounds, 1.2% hits; Potency, µM (doses to about 46.1 µM), for the others: at the top dose activity, negative = inhibition, hits mostly inhibitors; note: potency is the fitted concentration of half-maximal effect; % is set by controls: 0 for no effect and ±100 for the full control effect; nearly all actives have a fitted effect of over 65% in size
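Inhibition was scored as loss of TGF-beta-induced (500 pg/mL final, 18 hours, 37 degrees C) GFP in HEPG2 cells carrying a CAGA-GFP reporter, in DMEM with 1% FBS. Well GFP was summed per cell; Activity was normalised to unstimulated and stimulated DMSO wells, then concentration-response fitting.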
Nrf2 inh: Nrf2 qHTS screen for inhibitors | A549 ARE-Fluc reporter, luciferase luminescence, 18-24 h | Potency, µM (titrated, usually from 46 µM), inactives show at the top dose activity change, negative = inhibition, hits mostly inhibitors | AID 504444, 2011 | 360,000 compounds, 2.1% hits; note: potency is the fitted concentration of half-maximal effect; % is set by controls: 0 for no effect and ±100 for the full control effect; nearly all actives have a fitted effect of over 60% in size
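Quantitative HTS in A549 cells stably bearing an antioxidant response element-firefly luciferase construct. Inhibition of Nrf2-driven transcription was scored by luminescence after 18-24 h of compound exposure at 37 °C.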
ATXN viability: Viability Counterscreen for Primary qHTS for Inhibitors of ATXN expression; AID 651635, 2014; 400,000 compounds, 0.49% hits; Potency, µM (titrated, usually from 56.7 µM), most hits filed as cytotoxic; S2 cells (HEK-293 line with an ATXN2-luciferase reporter) viability, CellTiter-Fluor protease fluorescence, 24 h; note: potency is the fitted concentration of half-maximal effect; nearly all actives have a fitted effect of over 40% in size
Nrf2 ARE act: qHTS of Nrf2 Activators; AID 624171, 2012; Potency, µM (highest dose often 46.1 µM), for the others: at the top dose activation, usual class: activators; AREc32 ARE-luciferase reporter (MCF7-derived line), luminescence, 24 h; 410,000 compounds, 0.31% hits; note: potency is the fitted concentration of half-maximal effect; % of control where 0% means no effect; nearly all actives have a fitted effect of over 65% in size
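Quantitative high-throughput format: AREc32 reporter cells, 1000 per well, received compound by pin transfer and were incubated 24 hr at 37 deg C, 5% CO2, before Steady-Glo luminescence detection.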
A549 tox: Nrf2 qHTS screen for inhibitors: counterscreen for cytotoxicity; A549 ARE-Fluc cells, CellTiter-Fluor viability, 18-24 h; Potency, µM (doses to about 46 µM), without a hit: at the top dose activity change, negative = cytotoxicity, hits mostly inhibitors; 390,000 compounds, 0.16% hits; AID 504648, 2011; note: potency is the fitted concentration of half-maximal effect; % is set by controls: 0 for no effect and ±100 for the full control effect
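A549 ARE_Fluc cells in 5% FBS OPTI-MEM were exposed to compounds in concentration-response for 18-24 h at 37 deg C. Viability was read by CellTiter-Fluor fluorescence (Ex 405/Em 525) after 30 min, before the luciferase read.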
* = called active by the depositor; [ ] = remark or other dose. Unless noted, calls come from the whole dose curve; as a rule, active = well fitted curve in the direction sought with a large enough effect; inconclusive = small, poorly fitted or top-dose-only effect, or another doubt; inactive = no such curve, though single readings can be large; an effect the other way counts as inactive or inconclusive.

`CCN1C(=N)N(c2ccccc2)C(=O)C(CC)(CC)C1=O` gave HepG2 viability 5%, ATXN2 expr inh 0%, MCF10A rereplic 1%, IL1B secr inh 6, TGFb inhibitor 0%, Nrf2 inh 2%, ATXN viability inactive, Nrf2 ARE act -0.4% and A549 tox -1%.
Screening CNC[C@H](CC1CCCCC1)NC[C@H](NCCC1CCCC1)[C@H](C)O returned HepG2 viability 16µM*, ATXN2 expr inh 0%, MCF10A rereplic inconclusive, IL1B secr inh 0, TGFb inhibitor inconclusive, Nrf2 inh 4%, ATXN viability 18µM*, Nrf2 ARE act -4.7% and A549 tox -15%.
`Cc1ccc(-c2nnc(SCC(=O)NC(C)(C)C)nc2-c2ccc(C)cc2)cc1` gave HepG2 viability -16%, ATXN2 expr inh -16%, TGFb inhibitor inconclusive, ATXN viability inconclusive, Nrf2 ARE act 0.4% and A549 tox 0%.
`C[C@]12c3[nH]c4cc(-c5ccco5)ccc4c3CCN1C(=O)[C@@H](CC(=O)NCCN1CCOCC1)C[C@@H]2C(=O)N1CCOCC1` gave HepG2 viability 7%, ATXN2 expr inh -1%, MCF10A rereplic 4%, IL1B secr inh -12, TGFb inhibitor 24%, Nrf2 inh 9%, ATXN viability inactive, Nrf2 ARE act 3.5% and A549 tox -2%.
Screening COc1ccc(CN(C(=O)Cc2coc3ccc(C)cc23)C2CCS(=O)(=O)C2)cc1 (stereo not given) returned HepG2 viability -32%, ATXN2 expr inh 8%, TGFb inhibitor -28%, Nrf2 inh -18%, ATXN viability inactive, Nrf2 ARE act 0.8% and A549 tox -2%.
For c1ccc(N2CCN(CCc3nnc4n3CCCCC4)CC2)cc1 the results were HepG2 viability -4%, ATXN2 expr inh 0%, MCF10A rereplic -9%, IL1B secr inh 17, TGFb inhibitor 8%, Nrf2 inh 1%, ATXN viability inactive, Nrf2 ARE act -0.1% and A549 tox 2%.
CCOC(=O)C1=C(C)N(C[C@@H]2CC[C@@H](Cc3ccc(-c4ccccc4)cc3)O2)C(=O)NC1c1ccc(-c2ccccc2)cc1 (stereo not given in full) was read as HepG2 viability -1%, ATXN2 expr inh 8%, MCF10A rereplic -31%[inhibitor], IL1B secr inh -3, TGFb inhibitor -4%, Nrf2 inh -16%, ATXN viability inactive, Nrf2 ARE act -0.2% and A549 tox -5%.
`O=C(N=C1c2ccccc2CN1c1cccc(Cl)c1)c1cccnc1` gave HepG2 viability -5%, ATXN2 expr inh 27%, MCF10A rereplic -8%, IL1B secr inh 23, TGFb inhibitor 3%, Nrf2 inh 18%, ATXN viability inactive, Nrf2 ARE act 13% and A549 tox -1%.
`COCCn1c(=S)[nH]c2cc(C(=O)N3CCc4ccccc43)ccc2c1=O` gave HepG2 viability -11%, ATXN2 expr inh -22%, MCF10A rereplic -1%, IL1B secr inh 0, TGFb inhibitor 0%, ATXN viability inactive, Nrf2 ARE act 2.8% and A549 tox -3%.
Screening COc1ccc(-c2[nH]ncc2-c2ccc(Cl)cc2)c(O)c1 returned HepG2 viability -61%, ATXN2 expr inh 5%, MCF10A rereplic inconclusive, IL1B secr inh -1, TGFb inhibitor 10µM*, Nrf2 inh 14%, ATXN viability inactive, Nrf2 ARE act 7.8% and A549 tox -4%.
Screening O=C1C2CC=CCC2C(=O)N1c1cccc(OS(=O)(=O)c2ccc3ccccc3c2)c1 (stereo not given) returned HepG2 viability -12%, ATXN2 expr inh 5%, MCF10A rereplic inconclusive, IL1B secr inh 9, TGFb inhibitor -28%, Nrf2 inh -29%, ATXN viability inactive, Nrf2 ARE act -0.3% and A549 tox -10%.
CCOC(=O)CC(=O)NC1(Cc2ccc(O)cc2)CCCCC1 was read as HepG2 viability 9%, ATXN2 expr inh 5%, MCF10A rereplic 0%, IL1B secr inh 21, TGFb inhibitor 17%, Nrf2 inh 6%, ATXN viability inactive, Nrf2 ARE act -0.3% and A549 tox -2%.
OCCn1nc(-c2ccccc2)cc1-c1ccccc1 was read as HepG2 viability -4%, MCF10A rereplic 5%, IL1B secr inh -11, TGFb inhibitor 7%, Nrf2 inh -11%, ATXN viability inactive, Nrf2 ARE act 6.3% and A549 tox 0%.
`Cc1nc2c(=O)n(-c3ccc(F)cc3F)nc(C)c2s1` gave HepG2 viability 9%, MCF10A rereplic -3%, IL1B secr inh -6, TGFb inhibitor 0%, Nrf2 inh 0%, ATXN viability inactive, Nrf2 ARE act -1.1% and A549 tox -1%.
Cc1cccc(C(=O)Oc2ccccc2/C=N/NC(=O)c2ccc(NC(=O)C(C)(C)C)cc2)c1 was read as HepG2 viability -45%, ATXN2 expr inh 10%, MCF10A rereplic 14%, IL1B secr inh -25, TGFb inhibitor -16%, Nrf2 inh 1%, ATXN viability inactive, Nrf2 ARE act 3.7% and A549 tox 0%.
`CCOCCCN(C)C1CCN(C(=O)c2oc3ccccc3c2NC(=O)c2ccc(F)cc2)CC1` gave HepG2 viability -6%, ATXN2 expr inh -2%, MCF10A rereplic 21%, IL1B secr inh -2, TGFb inhibitor 5%, Nrf2 inh inconclusive, ATXN viability inconclusive, Nrf2 ARE act -0.3% and A549 tox 0%.
O=C(NCc1nc2ccccc2[nH]1)C1=C[C@H](C2CC2)C[C@H](OCc2ccc(CO)cc2)O1 was read as HepG2 viability -10%, ATXN2 expr inh -16%, MCF10A rereplic 0%, IL1B secr inh -18, TGFb inhibitor -3%, Nrf2 inh 3%, ATXN viability inactive, Nrf2 ARE act 7.2% and A549 tox -2%.
`C=C(C(=O)c1ccccc1)C(C(=C)C(=O)c1ccccc1)c1ccc(OC)cc1` gave HepG2 viability -13%, MCF10A rereplic inconclusive, IL1B secr inh -61*, TGFb inhibitor inconclusive, Nrf2 inh -4%, ATXN viability inconclusive, Nrf2 ARE act inconclusive and A549 tox -14%.
`CCOC(=O)C1=C(O)C(=O)N(c2ccc(S(N)(=O)=O)cc2)C1c1ccc(Br)cc1` (stereo not given) gave HepG2 viability 22%, ATXN2 expr inh 4%, MCF10A rereplic 12%, IL1B secr inh 39, TGFb inhibitor 16%, Nrf2 inh 25%, ATXN viability inactive, Nrf2 ARE act 2.0% and A549 tox -2%.
Screening CCN1C(=O)[C@H]2[C@@H](c3ccc(C)cc3)N3C(=O)N(c4ccc(OC)cc4)C(=O)[C@@]3(Cc3ccccc3)[C@H]2C1=O returned HepG2 viability 8%, ATXN2 expr inh 4%, MCF10A rereplic 26%, IL1B secr inh 25, TGFb inhibitor 5%, Nrf2 inh 5%, ATXN viability inactive, Nrf2 ARE act 1.6% and A549 tox -12%.
Screening Cc1ccc(-n2c(=O)c3ccc(C(=O)NCc4ccco4)cc3n(Cc3ccccc3Cl)c2=O)cc1 returned HepG2 viability -5%, ATXN2 expr inh -7%, TGFb inhibitor 27%, Nrf2 inh 2%, ATXN viability inactive, Nrf2 ARE act 0.5% and A549 tox 3%.
`CCCCNC(=O)CC1NCCNC1=O` (stereo not given) gave HepG2 viability 35%, ATXN2 expr inh -21%, MCF10A rereplic -43%[inhibitor], IL1B secr inh -5, TGFb inhibitor 0%, Nrf2 inh 8%, ATXN viability inactive, Nrf2 ARE act -1.1% and A549 tox 2%.
N#Cc1ccc(CSc2nnc(-c3cnccn3)o2)cc1 was read as HepG2 viability -1%, ATXN2 expr inh 3%, MCF10A rereplic -1%, IL1B secr inh -12, TGFb inhibitor -10%, Nrf2 inh 4%, ATXN viability inactive, Nrf2 ARE act 8.4% and A549 tox -6%.
For CCc1ccccc1NC(=O)c1ccc2c(O)c(S(=O)(=O)c3ccc(OC)cc3)c(=O)[nH]c2c1 the results were HepG2 viability -7%, ATXN2 expr inh 3%, MCF10A rereplic 16%, IL1B secr inh 23, TGFb inhibitor -14%, Nrf2 inh -15%, ATXN viability inactive, Nrf2 ARE act -0.7% and A549 tox 3%.
COc1cc(OC)c(S(=O)(=O)Nc2ccccc2N2CCCCC2)cc1NC(C)=O was read as HepG2 viability -8%, ATXN2 expr inh 15%, MCF10A rereplic -12%, IL1B secr inh 6, TGFb inhibitor 1%, Nrf2 inh -16%, ATXN viability inactive, Nrf2 ARE act -0.2% and A549 tox 7%.
`Cc1ccc(S(=O)(=O)N(C)CC(=O)Nc2cccnc2)cc1` gave HepG2 viability -12%, ATXN2 expr inh 4%, MCF10A rereplic 11%, IL1B secr inh 26, TGFb inhibitor 11%, Nrf2 inh 5%, ATXN viability inactive, Nrf2 ARE act -0.7% and A549 tox 12%.
Screening Cc1ccc(S(=O)(=O)c2nc(S(=O)(=O)c3ccc(C)cc3)c(NCCCOC(C)C)s2)cc1 returned HepG2 viability 0%, ATXN2 expr inh 14%, TGFb inhibitor 0%, Nrf2 inh -8%, ATXN viability inactive, Nrf2 ARE act -0.2% and A549 tox 7%.
`CCOC(=O)CCCCCNC(=O)c1ccc(F)cc1F` gave HepG2 viability 4%, ATXN2 expr inh 14%, MCF10A rereplic -7%, IL1B secr inh 12, TGFb inhibitor -29%, Nrf2 inh 12%, ATXN viability inactive, Nrf2 ARE act 0.6% and A549 tox -6%.
Cc1cccn2c(=O)c3cc(C(=O)NC4CCCC4)c(=N)n(C4CCCCC4)c3nc12 was read as HepG2 viability 7%, ATXN2 expr inh -2%, MCF10A rereplic 25%, IL1B secr inh 21, TGFb inhibitor 1%, Nrf2 inh 15%, ATXN viability inactive, Nrf2 ARE act -0.6% and A549 tox -2%.
